SENP7 inh: SENP7 protease inhibitors, primary screen, biochemical, luminescence, uHTS; Sentrin-specific protease 7 (Homo sapiens), Q9BQF6; recombinant SENP7, Z-RLRGG-aminoluciferin luminescence, 40 min; inhibition, % at 5 µM; hit rate 1.5% among 330,000; AID 434973, 2010;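 active means inhibition above about 50% at the single test dose, limit read from the data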;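 further: plate controls were DMSO with enzyme for no effect and no enzyme buffer wells for full effect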
SENP6 inh: SENP6 protease inhibitors, primary screen, biochemical, luminescence, uHTS; Sentrin-specific protease 6 (Homo sapiens), Q9GZR1; Recombinant SENP6 catalytic domain, aminoluciferin luminescence; inhibition, % at 10 µM; hit rate 1.8% among 330,000; AID 2599, 2010;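 active means inhibition above about 50% at the single tested dose, limit read from the data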;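 further: plate controls were DMSO wells with enzyme for no effect and DMSO wells lacking enzyme for full effect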
SENP8 block-1: human SENP8 protease inhibitors, primary screen, biochemical, fluorescence, Nedd8 protein substrate, uHTS; inhibition, % at 20 µM; hit rate 0.64% among 360,000; AID 602440, 2012; Sentrin-specific protease 8 (Homo sapiens), Q96LD8; recombinant SENP8; in the data active means inhibition mostly above about 40%, no sharp cut-off; inactive means mostly below about 27%
SENP8 block-2: SENP8 protease inhibitors, primary screen, biochemical, luminescence; Sentrin-specific protease 8 (Homo sapiens), Q96LD8; inhibition, % at 10 µM; hit rate 1.2% among 330,000; purified SENP8, Z-RLRGG-aminoluciferin cleavage; AID 2540, 2010; in the data active means inhibition above about 50%
Apaf-1 inh: inhibitors of human Apaf-1 apoptosome, primary screen, biochemical, DEVD-Rh110 fluorescence, uHTS | Apoptotic protease-activating factor 1 (Homo sapiens), O14727 | reconstituted apoptosome caspase-3 activity | inhibition, % at 20 µM | hit rate 0.71% among 330,000; active means inhibition of at least 40% at 20 µM;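 further: plate controls were DMSO wells for no effect and DEVD-CHO caspase inhibitor wells for full effect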
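Assay system – apoptosome proteins · Medium – Hepes buffer, pH 7.5 · Also added – cytochrome c with DEVD-Rh110 · Timing – 30 min compound preincubation, 50 min activation, room temperature · Detection – Rh110 fluorescence, excitation 480 nm, emission 540 nm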
NLRP3 yeast inh: NALP3 inflammasome inhibitors in reconstituted yeast, primary screen, luminescence, uHTS; Yeast reconstituted NLRP3/ASC/caspase-1, beta-gal luminescence, 24 h; inhibition, % at 10 µM; hit rate 0.39% among 330,000;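 active means inhibition of 50% or more; inactive means inhibition below 50%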;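 further: plate controls were induced DMSO wells for no effect and uninduced yeast grown without galactose for full effect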
SENP1 FRET inh: human SENP1 catalytic domain inhibitors, primary screen, biochemical, FRET, uHTS; AID 624204, 2012; Sentrin-specific protease 1 (Homo sapiens), Q9P0U3; hit rate 0.21% among 360,000; recombinant SENP1 catalytic domain, CyPet-SUMO1-YPet FRET cleavage; inhibition, % at 10 µM;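 active means inhibition at least 30% at 10 µM, raw YFP signal under a set limit, fluorescence ratio 0.5 to 1.5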;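 further: 0% = enzyme with DMSO and 100% = no enzyme wells; some results filed as inactive read as strong as hits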
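Assay system: hSENP1 catalytic domain, recombinant. Amount: SENP1 enzyme, 20 pM final. Schedule: 50 min reaction, RT, dark. Technique: FRET, CFP and YFP emission. Control set: no-enzyme wells low, DMSO-plus-enzyme wells high control.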
HKDC1 inh: HKDC1 hexokinase inhibitors, primary screen, biochemical, fluorescence, uHTS | Q2TB90 | recombinant HKDC1, G6PDH/diaphorase resazurin coupled fluorescence | inhibition, % at 20 µM | hit rate 0.16% among 340,000;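 active means inhibition above about 35% when tested at 20 µM, limit read from the data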;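 further: plate controls were DMSO wells with enzyme for no effect and DMSO wells lacking enzyme for full effect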
Target sequence (Q2TB90 whole entry, looked up): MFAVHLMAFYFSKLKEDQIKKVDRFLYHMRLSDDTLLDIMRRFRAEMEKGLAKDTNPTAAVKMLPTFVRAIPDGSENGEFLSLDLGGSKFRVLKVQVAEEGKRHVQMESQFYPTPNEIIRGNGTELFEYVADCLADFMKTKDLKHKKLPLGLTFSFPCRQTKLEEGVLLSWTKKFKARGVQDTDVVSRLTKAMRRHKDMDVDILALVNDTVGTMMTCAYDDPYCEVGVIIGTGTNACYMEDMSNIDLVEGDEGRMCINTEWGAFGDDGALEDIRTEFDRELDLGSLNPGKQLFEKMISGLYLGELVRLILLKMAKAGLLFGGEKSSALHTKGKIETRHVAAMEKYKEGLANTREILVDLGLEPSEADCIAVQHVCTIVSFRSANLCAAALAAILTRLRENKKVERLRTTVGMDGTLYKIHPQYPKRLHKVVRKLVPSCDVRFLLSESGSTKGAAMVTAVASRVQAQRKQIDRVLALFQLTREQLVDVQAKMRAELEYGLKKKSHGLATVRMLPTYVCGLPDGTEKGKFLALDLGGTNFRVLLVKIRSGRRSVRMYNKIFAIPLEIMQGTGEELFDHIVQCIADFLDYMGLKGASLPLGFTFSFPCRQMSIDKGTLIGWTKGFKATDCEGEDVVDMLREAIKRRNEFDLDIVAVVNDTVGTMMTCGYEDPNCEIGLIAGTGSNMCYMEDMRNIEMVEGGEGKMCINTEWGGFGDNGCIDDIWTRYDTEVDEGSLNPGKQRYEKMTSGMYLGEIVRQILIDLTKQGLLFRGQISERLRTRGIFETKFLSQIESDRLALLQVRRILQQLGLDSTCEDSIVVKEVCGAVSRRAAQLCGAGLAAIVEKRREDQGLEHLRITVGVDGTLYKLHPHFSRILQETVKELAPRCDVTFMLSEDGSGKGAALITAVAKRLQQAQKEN
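Test system: recombinant HKDC1 (HK5) hexokinase enzyme, produced in-house / Doses: 20 µM test compound, 1% DMSO / Timing: 90 min, room temperature / Detection: G6PDH/diaphorase-coupled fluorescence, 1 mM NADP, 100 µM resazurin, 525/613 nm / Control set: DMSO wells with and without enzyme mix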
PfGluPho inh: PfG6PD enzyme inhibitors, primary screen, biochemical, fluorescence intensity, uHTS; glucose-6-phosphate dehydrogenase-6-phosphogluconolactonase (Plasmodium falciparum 3D7); PfGluPho enzyme, NADPH resazurin-diaphorase fluorescence; inhibition, % at 20 µM; hit rate 0.78% among 350,000;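 active means inhibition reaching at least a set limit at 20 µM in the primary screen, cut at about 59% in these data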;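 further: 0% = DMSO wells with substrate and 100% = DMSO wells lacking glucose-6-phosphate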
Starred values were filed as active, the others as inactive; . = not tested or not shown. Compounds were not picked by outcome, and some 4.1% of all compounds hit somewhere here.

smiles	SENP6 inh	SENP7 inh	NLRP3 yeast inh	SENP1 FRET inh	Apaf-1 inh	SENP8 block-1	SENP8 block-2	HKDC1 inh	PfGluPho inh
COc1ccc(CCNc2ccc(N3C(=O)CC(C)C3=O)cc2[N+](=O)[O-])cc1 (stereo not given)	-5	-4	17	2	2	19	-10	-2	12
O=C(CSc1nnc2scc(-c3ccccc3)n12)c1ccc2c(c1)OCCO2	-29	-14	-2	2	5	11	-6	-2	4
c1ccc(SSc2ccccc2)cc1	-3	-2	9	0	-9	9	2	5	49
O=C1c2ccccc2CCC12N=NCC2c1ccccc1 (stereo not given)	3	-1	-20	0	4	-154	7	12	8
CC(=O)c1c(C)[nH]c(C(=O)COc2ccc3ccc(=O)oc3c2)c1C	-14	-11	4	-47	4	-424	-12	3	10
CSc1ccccc1C(=O)Nc1ncn[nH]1	18	-9	6	-1	-16	23	3	1	10
COC(=O)[C@]12C(=O)C(C)=C(O)[C@@]1(C)C(C)=CC1[C@@]34CC[C@@H](OC(C)=O)C(C)(C)C3C(C[C@]12C)OC4=O (stereo not given in full)	2	6	11	1	-5	36	-2	-8	12
CC(C)N(C)C1CCN(C(=O)Nc2ccc(Cl)cc2)CC1	-1	1	3	1	-8	13	4	-13	6
Cc1ccc(-c2ccc(=O)[nH]n2)cc1	-12	1	12	2	-4	-1	-1	0	-13
COc1cccc(C(=O)NCCS(=O)(=O)NCc2ccc3c(c2)OCO3)c1	-6	2	19	1	6	22	-6	-2	-11
Cn1nc(-c2ccc(Cl)cc2)c2cc(C(=O)N3CCN(c4ccccc4)CC3)sc21	-6	-9	-1	1	9	-74	6	4	12
O=C(NCCCN1CCOCC1)C(C(=O)c1ccccc1)n1ccccc1=O (stereo not given)	5	3	-1	1	-7	3	4	-11	4
O=C(Nc1ccccc1)c1ccccc1NS(=O)(=O)c1ccc(Cl)s1	8	3	4	0	5	-7	6	10	-47
Cc1ccc(C)c(SCC(=O)NC2CCS(=O)(=O)C2)c1 (stereo not given)	-9	-3	1	1	-1	8	-1	-6	15
Cc1ccc(C(=O)Nc2ccc(F)cc2F)o1	4	-6	30	-6	0	23	-11	2	-4
O=C(CSc1nnc(-c2cccnc2)n1Cc1ccco1)c1ccccc1	-11	-1	8	0	1	17	-8	8	19
O=C1Nc2ccccc2C1=Nc1ccc(Cl)cc1	.	.	.	2	.	13	.	10	4
CCOC(=O)C1CCC/C1=N\NC(=O)CN(c1cc(OC)ccc1OC)S(=O)(=O)c1ccccc1 (stereo not given)	-11	2	4	-1	13	6	1	-5	11
COc1ccc(C(C(=O)NC(C)(C)C)N(C(=O)CCC(=O)Nc2cc(C)on2)c2cc(C)cc(C)c2)cc1 (stereo not given)	-7	1	9	2	20	18	-2	-2	18
CCOC(=O)Cc1csc(NC(=O)c2ccc3ncsc3c2)n1	-5	0	21	-14	-8	-8	-2	-2	6
Cc1[nH]c2ccccc2c1C(=O)COC(=O)C(C)C	-5	-1	8	1	-15	2	-2	-7	12
CN=C(Nc1cccnc1)c1cccc(C(F)(F)F)c1	17	2	13	-2	9	14	1	-9	3
COc1cc2c(C(=O)Nc3ccccc3F)cn(C)c(=O)c2cc1OC	20	4	3	0	2	18	4	7	-5
CN1CCN(CCCNC(=O)c2ccc(CSCc3cccc(Cl)c3)o2)CC1	-18	2	2	.	14	.	1	-10	-8
COc1cc(C(=O)Nc2cc(S(=O)(=O)N3CCOCC3)ccc2N2CCN(C)CC2)cc(OC)c1OC	.	.	.	3	.	8	.	1	-20
O=C1NC(=O)C2(Br)Nc3ccc(Br)cc3C(=O)C2N1 (stereo not given)	.	.	.	0	.	12	.	-3	-32
COCCn1c(Cc2ccccc2)nnc1SCC(=O)Nc1oc(C)c2c(C)n[nH]c(=O)c12	-4	-2	18	-2	4	4	-2	10	-1
NC(=O)CC[C@H](NC(=O)c1ccc(F)cc1)C(=O)OCC(=O)Nc1c(F)c(F)c(F)c(F)c1F	13	9	26	4	-6	4	-1	6	0
COc1ccc(-c2nn(C)c(=O)c3ccccc23)cc1CNC(=O)c1ccco1	-17	11	17	-1	0	-17	-1	-3	-3
CCN(CC)S(=O)(=O)c1ccc(S(=O)(=O)N2CCCC2C(=O)O)cc1 (stereo not given)	13	-8	-6	4	-3	13	-4	-3	-15
CCOC(=O)c1nn(-c2ccccc2)c(C)c1C(C)=O	3	8	-8	0	8	14	4	-6	-30
CC1=CS(=O)(=O)CC1Sc1nc(C)n[nH]1 (stereo not given)	-1	-1	-7	2	-15	10	-1	-8	-10
CC(C)C(=O)Nc1nnc(S(=O)(=O)N2c3ccccc3CC2C)s1 (stereo not given)	-3	2	4	1	4	-1	7	-2	-6
Nc1cc(-c2nc3ncccc3o2)ccc1Cl	8	-2	27	0	0	-264	-2	-1	10
CC(C)(C)c1ccc(C2CC2C(=O)N/N=C\c2cc3ccccc3nc2Cl)cc1 (stereo not given)	-18	-8	14	-2	-3	-10	-16	-3	-6
CCCn1c(=O)c(C(=O)c2ccccc2)nc2ccccc21	-14	-8	-2	6	4	10	-9	-6	-4
O=C(CNCc1ccccc1)NC1C2CC3CC(C2)CC1C3 (stereo not given)	-16	5	12	2	5	19	5	-5	-27
Cc1ccc(-c2csc3ncn(CC(=O)N4CCOCC4)c(=O)c23)cc1	-18	6	15	1	-10	12	4	-3	-1
CCc1ccc(NS(=O)(=O)c2ccc3c(c2)CCN3C(=O)CCC(=O)O)cc1	0	-3	-9	0	8	26	1	5	-20
COc1ccc(C(=O)Nc2cc3c4c(c2)C(C)C(=O)N4CCC3)c(OC)c1 (stereo not given)	-19	5	9	-1	6	-9	-10	0	4
COc1ccc(Cl)cc1NC(=O)C[n+]1ccccc1	15	3	5	1	-8	18	2	-8	0
COc1ccc(CNC(=O)c2ccc(CS(=O)(=O)c3ccc(Br)cc3)o2)cc1	9	-2	19	1	3	13	-2	-4	7
Cc1ccc(NC2CCCN(C(=O)c3cn4cccc(C)c4n3)C2)cc1C (stereo not given)	-13	-13	14	1	-4	6	-3	7	10
O=C(NCC1CCCO1)C1c2ccccc2C(=O)N1Cc1ccc2c(c1)OCO2 (stereo not given)	3	-4	16	1	-3	23	-3	-2	-23
COC(=O)/C=C1/SC(=Nc2ccc(C)cc2C)NC1=O	-4	-1	7	2	6	28	1	10	-32
CCCCc1nc2sc3c(c2c(=O)[nH]1)CC(C)(C)OC3	1	5	-3	1	-22	2	1	-2	-12
COc1cc(-c2nn3c(COc4ccccc4)nnc3s2)cc(OC)c1OC	-2	-5	-4	1	-8	-177	-4	-9	30
Cc1ccc(CN2CCC(C(=O)NCCC(C)C)CC2)o1	-11	-5	24	0	6	9	-5	-3	-6
Cc1ccc(CC(=O)OC(C)C(=O)NC2CCCCC2C)cc1C (stereo not given)	-9	2	3	5	10	0	-2	-5	-6
COc1ccc(-c2csc3ncnc(N4CCN(S(=O)(=O)c5ccc(C(C)=O)cc5)CC4)c23)cc1	6	-7	7	-4	22	6	4	4	3
Cc1nn(-c2ccccc2)c(N2CCCC2)c1/C=N/NC(=S)Nc1ccccc1C(F)(F)F	-13	-2	22	1	8	-117	-7	-4	3
Cc1cc(=O)[nH]c(SCC(=O)Nc2ccc(C)c(S(=O)(=O)N3CCCCC3)c2)n1	20	-2	19	2	-13	5	10	-2	-18
N#CC(C#N)=Cc1c[nH]c(=O)c(C#N)c1Nc1ccccc1	1	4	-1	-34	-15	-422	0	10	9
Cc1cccc(CN2CCN(Cc3ccc(-n4cccn4)cc3)CC2CCO)n1 (stereo not given)	-6	8	-8	-3	-7	4	2	-2	-17
CCCS(=O)(=O)c1c(S(=O)(=O)CCC)c2c3ccccc3ccn2c1C(N)=O	-4	0	-5	0	-3	-32	-5	1	5
O=C(Nc1cccc2ccccc12)C(=O)C1C(=O)Nc2ccccc21 (stereo not given)	-17	6	12	0	-20	-4	4	2	-23
COc1ccc(S(=O)(=O)N2CCC[C@H]2C(=O)NCc2ccc(Cl)cc2)cc1	6	13	-1	1	-11	19	0	-5	-5
COc1ccc(N2CCN(CC(O)COC(c3ccccc3)c3ccccc3)CC2)cc1 (stereo not given)	-14	7	18	-1	15	12	-2	2	9
CCC(C)C(=O)NCCc1ccc(S(N)(=O)=O)cc1 (stereo not given)	-13	2	11	1	-5	20	-3	7	-7
Oc1cc(Nc2cccnc2)cc2cccnc12	2	12	15	3	3	-175	-4	7	9

Three entries out of the list above, sorted by the number in SENP1 FRET inh, largest number first:
smiles | SENP6 inh | SENP7 inh | NLRP3 yeast inh | SENP1 FRET inh | HKDC1 inh | PfGluPho inh
Cc1cc(=O)[nH]c(SCC(=O)Nc2ccc(C)c(S(=O)(=O)N3CCCCC3)c2)n1 | 20 | -2 | 19 | 2 | -2 | -18
COc1ccc(N2CCN(CC(O)COC(c3ccccc3)c3ccccc3)CC2)cc1 (stereo not given) | -14 | 7 | 18 | -1 | 2 | 9
COc1ccc(-c2csc3ncnc(N4CCN(S(=O)(=O)c5ccc(C(C)=O)cc5)CC4)c23)cc1 | 6 | -7 | 7 | -4 | 4 | 3

(list continues)
smiles	SENP6 inh	SENP7 inh	NLRP3 yeast inh	SENP1 FRET inh	Apaf-1 inh	SENP8 block-1	SENP8 block-2	HKDC1 inh	PfGluPho inh
CC1CC(=O)Nc2cc([N+](=O)[O-])ccc2N1 (stereo not given)	-8	3	-1	2	-6	44*	1	-4	4
COc1cccc(C2=CC(=O)CCC2)c1	1	7	9	3	0	-45	0	-4	3
Cc1ccc(S(=O)(=O)N2CCN(C(=O)COC(=O)CNC(=O)c3ccc(Cl)cc3Cl)CC2)c(C)c1	.	.	.	-1	.	9	.	-4	-7
O=C(CSc1ccc2nnc(-c3cccs3)n2n1)N1CCOCC1	.	.	.	-5	.	-2	.	-5	23
COc1cccc(/C=N/NC(=O)Cn2cnc3c2c(=O)n(C)c(=O)n3C)c1	0	-8	20	3	-4	14	-6	-8	-2
O=C(NC(=S)N1CCCCC1)c1cccnc1	-25	-9	0	-1	5	17	1	-3	4
Cc1cc2cc(CCNC(=O)CCc3ccccc3)c(=O)[nH]c2cc1C	-7	-7	8	1	9	-55	-3	21	27
CCOc1cc2[nH]c(=S)n(CCc3ccc(OC)c(OC)c3)c(=O)c2cc1OCC	4	2	9	3	1	-12	10	-4	-5
